Vif-APOBEC3F blk: Vif-A3F binding inhibition | HeLa A3F-eYFP + Vif (tagged APOBEC3F with the HIV-1 protein that degrades it), YFP fluorescence increase | Potency, µM (doses to about 46.1 µM), for inactives: top-dose activity, negative = active | actives 0.2% (n = 390,000) | AID 602313; further: potency means the concentration at half of the fitted maximal effect; % of control where 0% means no effect; nearly all actives have a fitted effect of over 65% in size
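Fluorescence increase (Ex 488/Em 500-530) after overnight compound treatment at 37 deg C flags inhibition of Vif-driven A3F-eYFP loss in stable HeLa A3F-eYFP/Vif cells seeded overnight beforehand.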
TrxR1 inh: blocks rat thioredoxin reductase 1. O89049. recombinant rTrxR1, NADPH fluorescence consumption, selenite substrate. Potency, µM (doses to about 114 µM), for the others: at the top dose activity change, negative = inhibition, hits mostly inhibitors. actives 1% (n = 390,000). AID 588453; further: potency means the concentration at half of the fitted maximal effect; on the % scale 0 is the no-effect control and ±100 the full control effect; nearly all actives have a fitted effect of over 65% in size
Target sequence (O89049 whole entry, looked up): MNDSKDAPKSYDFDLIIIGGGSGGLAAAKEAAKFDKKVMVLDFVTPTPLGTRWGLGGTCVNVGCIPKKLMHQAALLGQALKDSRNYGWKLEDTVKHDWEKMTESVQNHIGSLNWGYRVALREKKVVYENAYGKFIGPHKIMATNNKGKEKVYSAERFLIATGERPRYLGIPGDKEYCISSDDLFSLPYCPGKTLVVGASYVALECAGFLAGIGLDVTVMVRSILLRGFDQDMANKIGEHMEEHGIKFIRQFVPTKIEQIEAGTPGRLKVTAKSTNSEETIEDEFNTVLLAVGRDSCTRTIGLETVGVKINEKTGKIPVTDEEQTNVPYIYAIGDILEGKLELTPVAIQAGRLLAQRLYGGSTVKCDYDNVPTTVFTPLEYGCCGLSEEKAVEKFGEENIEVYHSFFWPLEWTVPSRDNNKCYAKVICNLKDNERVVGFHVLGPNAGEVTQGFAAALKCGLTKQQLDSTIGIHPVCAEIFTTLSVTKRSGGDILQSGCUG
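Rat TrxR1 (90 nM in the dispensed reagent) was pre-reduced with 400 uM NADPH for 5 min at room temperature, then incubated with compound for 15 min. After 400 uM selenite was added, NADPH fluorescence (Ex 340/Em 450 nm) was followed for 8 min.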
TrxR1 substrate: substrates of rat thioredoxin reductase 1; O89049; purified TrxR1 substrate turnover, NADPH consumption readout; Potency, µM (doses to about 114 µM), for the others: at the highest dose activity change, negative = substrate turnover; actives 0.01% (n = 390,000); AID 588456; further: potency means the concentration at half of the fitted maximal effect; on the % scale 0 is the no-effect control and ±100 the full control effect; nearly all actives have a fitted effect of over 50% in size
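Rat TrxR1, dispensed at 90 nM, was prereduced with 400 uM NADPH (final) for 5 min at ~22 deg C, then incubated with compound 15 min before 400 uM selenite. A first-read NADPH fluorescence drop versus no-compound background flagged substrates.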
USP1 inh: blocks the human USP1/UAF1 deubiquitinase complex; O94782; recombinant USP1/UAF1, Ub-Rhodamine cleavage fluorescence; Potency, µM (series often up to 57.1 µM), without a hit: top-dose activity change, negative = inhibition, hits mostly inhibitors; actives 0.23% (n = 390,000); AID 743255; further: potency means the concentration at half of the fitted maximal effect; on the % scale 0 is the no-effect control and ±100 the full control effect; nearly all actives have a fitted effect of over 60% in size; inactives centre near -12
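USP1/UAF1 complex (1 nM) preincubated 15 min at room temperature with compound, then Ub-Rho substrate (150 nM final) added. Kinetic fluorescence at 480/540 nm over 6 reads at 60 s intervals; 50 mM HEPES pH 7.8, 0.5 mM EDTA, 0.1 mg/ml BSA, 1 mM TCEP, 0.01% Tween-20.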
RGS4 inhibitor: human RGS4 inhibition. P49798. Transcreener GDP fluorescence polarization, RGS4-accelerated GTP hydrolysis. Potency, µM (titrated, usually from 114 µM), without a hit: at the highest dose activity change, negative = inhibition, most hits filed as inhibitors. actives 0.039% (n = 390,000). AID 504845; further: potency means the concentration at half of the fitted maximal effect; on the % scale 0 is the no-effect control and ±100 the full control effect; nearly all actives have a fitted effect of over 75% in size; some results filed as inactive show a strong effect at the top dose
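MLSMR compounds (23 nl, pin-transferred) preincubated 10 min at room temperature with a 500nM (2x) first reagent, then RGS4 at 900nM (2x) plus Transcreener GDP mix added; fluorescence polarization (620/688 nm) read before and after 90 min at 30 °C.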
Vif-APOBEC3G blk: inhibitors of Vif-APOBEC3G interaction | actives 0.076% (n = 410,000) | HeLa A3G-eYFP + Vif (tagged APOBEC3G with the HIV-1 protein that degrades it), YFP fluorescence, overnight | Potency, µM (doses to about 46.1 µM), for the others: at the highest dose activity, negative = active, usual class: inhibitors | Q9HC16;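 further: potency means the concentration at half of the fitted maximal effect; on the % scale 0 is the no-effect control and ±100 the full control effect; nearly all actives have a fitted effect of over 60% in size; hits raise eYFP signal because A3G escapes Vif-driven loss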
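HeLa cells stably expressing Vif and C-terminally eYFP-tagged A3G, seeded overnight at 37 deg C, then exposed to compound by pintool overnight at 37 deg C. Rise in yellow fluorescence (Ex 488/Em 500-530, Acumen) marks blocked Vif-driven A3G degradation.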
LDHA inh: blocks human lactate dehydrogenase A; purified LDHA, NADH/diaphorase-resazurin fluorescence; hits give low values; activity change, % (values are at about 110 or 230 µM); actives 0.15% (n = 480,000); in the data active means activity change below about -30%; inconclusive means mostly about -25% to -30%;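 further: plate controls were DMSO wells for no effect and wells without enzyme for full effect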
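Human LDH5 at 2 nM final in Tris HCl pH 7.4 with 0.06 mM NADH and 0.2 mM pyruvate, reacted 5 minutes at room temperature. Remaining NADH coupled via diaphorase/resazurin; resorufin fluorescence read at 0 and 20 minutes, normalized to enzyme-free and DMSO wells.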
GRP78 ERSR act: induces the endoplasmic reticulum stress response in human glioma cells | U87-MG GRP78 promoter luciferase reporter, 16 h | Potency, µM, for inactives: at the top dose activation, most hits filed as activators | actives 0.02% (n = 420,000) | AID 602332; further: potency means the concentration at half of the fitted maximal effect; series mostly up to about 76 µM; % of control where 0% means no effect; nearly all actives have a fitted effect of over 35% in size
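ERSR induction read as luciferase luminescence (Bright-Glo, 10 min at room temperature) in stably transfected human U87-MG glioma cells exposed to compounds for 16 h, using GRP78 as sensor.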
mIDH1 inhibitor: blocks human mutant IDH1 R132H enzyme; Potency, µM (highest dose often 76.6 µM), for inactives: top-dose activity change, negative = inhibition, most hits filed as inhibitors; actives 0.093% (n = 390,000); IDH1-R132H enzyme, NADPH consumption, diaphorase/resazurin fluorescence; further: potency means the concentration at half of the fitted maximal effect; on the % scale 0 is the no-effect control and ±100 the full control effect; nearly all actives have a fitted effect of over 65% in size
Target sequence (O75874 whole entry R132H, stated change not applied): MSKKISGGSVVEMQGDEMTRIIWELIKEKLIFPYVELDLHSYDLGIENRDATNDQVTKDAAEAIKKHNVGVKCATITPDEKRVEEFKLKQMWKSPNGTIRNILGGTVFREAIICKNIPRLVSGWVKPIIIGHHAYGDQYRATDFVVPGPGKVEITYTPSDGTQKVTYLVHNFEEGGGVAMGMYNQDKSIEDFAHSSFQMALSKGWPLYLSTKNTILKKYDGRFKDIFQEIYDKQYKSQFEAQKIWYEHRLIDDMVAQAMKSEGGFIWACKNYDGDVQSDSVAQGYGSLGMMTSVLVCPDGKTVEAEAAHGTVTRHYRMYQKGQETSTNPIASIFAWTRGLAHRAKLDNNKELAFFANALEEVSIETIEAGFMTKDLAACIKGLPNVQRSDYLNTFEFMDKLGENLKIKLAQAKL
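IDH1-R132H (0.5 ug/mL dispensed) in pH 7.5 Tris buffer was preincubated 30 min with compound, then given a substrate mix of 0.016 mM NADPH and 2 mM alpha-KG for 80 min at room temperature; remaining NADPH was read by diaphorase/resazurin fluorescence.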
Numbers without * were called inactive; ? = inconclusive; . = not tested or not shown; [ ] = another dose, or the depositor's remark. Unless noted, the call rests on the fitted dose curve; in most records, active means well fitted curve in the direction sought with a large enough effect; inconclusive means small, poorly fitted or top-dose-only effect, or another doubt; inactive means no such curve, though single readings can be large; an effect the other way counts as inactive or inconclusive.

SMILES	Vif-APOBEC3F blk	TrxR1 inh	TrxR1 substrate	USP1 inh	RGS4 inhibitor	Vif-APOBEC3G blk	LDHA inh	GRP78 ERSR act	mIDH1 inhibitor
CC(=O)N(C)c1cccc(-c2ccc3nnc(C)n3n2)c1	0%	9%	41%[activator]	-10%	-7%	-4%	-1	2%	-3%
O=C(NCc1ccccc1)C(=O)NCC(c1ccco1)S(=O)(=O)c1cccs1 (stereo not drawn)	-12%	11%[57.1 µM]	3%[57.1 µM]	-16%	-13%	-2%	-6	-2%	10%
Clc1ccc(OCCCCN2CCc3ccccc3C2)cc1	-15%	24%	1%	-16%	19%[11.4 µM]	0%	-2	-2%	-5%
O=C(Cc1cccc(NC(=O)C2CCCN(C(=O)C3CCCCC3)C2)c1)Nc1cccc(C(=O)N2CCCC2)c1 (stereo not drawn)	1%	26%	7%[57.1 µM]	-27%	2%	-5%	-2	-3%	0%
CN(C)c1nc2n(c(=O)n1)CCS2	3%	5%	0%	4%	-25%	4%	-1	-4%	-2%
S=c1[nH]nc(-c2ccccc2)n1/N=C/c1c[nH]c2ccccc12	-8%	-5%[57.1 µM]	6%[57.1 µM]	-3%	-40%	-6%	-8	-5%	1%
COCC1CCN(C(=O)c2ccc3oc(CCc4ccccc4)nc3c2)C1 (stereo not drawn)	0%	.	.	-23%	.	-8%	-15	-6%	0%
Cc1ccccc1-c1ncc(CN2CCN(C3CCCCC3)C(CCO)C2)cn1 (stereo not drawn)	8%	26%	8%	-9%	-15%	0%	-2	-2%	7%
CN(C)S(=O)(=O)N1CCC(Oc2cccc(C(=O)N3CCCCCCC3)c2)CC1	-16%	-10%	-13%	1%	18%	0%	-2	-3%	5%
COc1ccc(S(=O)(=O)N2CCN(C(C)C(=O)Nc3ccc(C(C)C)cc3)CC2)cc1 (stereo not drawn)	-10%	5%	-7%	-7%	11%	-5%	-8	-5%	-2%
Cc1ccc(S(=O)(=O)N(C)C)cc1NC(=O)c1cc(S(=O)(=O)N2CCCCC2)ccc1N1CCOCC1	-6%	0%	-3%	-2%	-18%	1%	-4	-3%	-4%
O=CN1CCN(C(C(=O)NC2CCCC2)c2cc3c(cc2[N+](=O)[O-])OCO3)CC1 (stereo not drawn)	7%	7%[57.1 µM]	4%[57.1 µM]	-8%	-12%	-7%	11	-2%	3%
COc1cc(-c2nc(Cn3nnc(C(=O)Nc4ccccc4C)c3C)c(C)o2)cc(OC)c1OC	-1%	12%	6%	-21%	18%	-4%	4	-6%	0%
CC(=O)Nc1ccc(S(=O)(=O)NCc2cn3ccsc3n2)cc1	-2%	20%	7%	0%	-21%	1%	-5	-4%	-1%
Cc1ccc(-c2cn3ccc(C)cc3n2)cc1	0%	5%	96%[activator]	-8%	-2%	6%	-18	-3%	2%
Cc1ccccc1NC(=O)c1c(C)oc2ccc(O)c(CN3CCCCCC3)c12	-1%	-4%	2%	-21%	-21%	8%	1	-5%	3%
COCCN(C(=O)c1cccc(OC)c1)c1nnc(-c2ccncc2)s1	-1%	-7%	-5%	-15%	-21%	0%	-5	-1%	12%
Cc1ccc(CCC(=O)Nc2ncc(Cc3cc(Cl)ccc3Cl)s2)o1	-11%	1%	1%	-4%	-38%	?	-6	-9%	-2%
COc1ccc(-c2c(C)oc3c(CN4CCCCC4C)c(O)ccc3c2=O)cc1OC (stereo not drawn)	4%	3%	75%[activator]	-24%	-6%	1%	0	0%	14%
CCN1CCN(C(=S)c2ccc(Cl)cc2)CC1	-2%	-17%[57.1 µM]	-7%[57.1 µM]	-6%	?	-1%	-6	0%	3%
O=C1CCN(Cc2ccccc2)C(=S)N1	-10%	7%[57.1 µM]	-5%[2.29 µM]	-6%	4%	1%	-10	-6%	0%
CC(O)CNCCCOc1cccc(C(F)(F)F)c1 (stereo not drawn)	-29%	0%[57.1 µM]	6%[57.1 µM]	-4%	9%	0%	-18	-2%	-2%
COc1ccccc1CN1C[C@@H]2C[C@@H](c3cccc(O)c3)N3CCC[C@@]23C1=O	-4%	-11%[57.1 µM]	7%[57.1 µM]	-23%	-11%	-2%	1	-2%	2%
O=C1C=CC[C@H](/C=C/C[C@@H](O)C[C@H](O)CCc2ccccc2)O1	-3%	?	16%	-14%	-5%	-14%	-11	-4%	-4%
Cc1cccc2sc(N(CCCN(C)C)C(=O)c3ccc(S(=O)(=O)N4CCc5ccccc5C4)cc3)nc12	?	-7%	-10%	-8%	-8%	-6%	0	-9%	6%
O=C(N/N=C\c1ccc2c(c1)OCO2)c1cncc(Br)c1	1%	-1%	0%	-1%	-2%	-1%	-7	-1%	-4%
CCn1c(SCC(=O)Nc2ccc(F)cc2)nnc1C1CC1	-5%	17%	1%	-2%	15%	6%	-2	3%	1%
O=C(/C=C/c1ccco1)NC(=S)Nc1cccc([N+](=O)[O-])c1	-2%	20µM*	-2%[57.1 µM]	0%	-25%	?	7	-6%	8%
COc1ccc(S(=O)(=O)N(C)C)cc1NC(=O)COC(=O)c1nn(C)c(=O)c2ccccc12	3%	10%	-1%	-18%	-19%	0%	-5	-7%	-1%
COc1ccccc1C(=O)COC(=O)c1ccc(N(C)C)cc1	16%	-2%[57.1 µM]	2%[57.1 µM]	-7%	-3%	1%	-2	2%	0%
Cc1cc(=O)cc(C)n1-c1ccccc1Br	0%	28%	-3%	-13%	-14%	4%	-3	-5%	9%
CN1C(=O)c2ccccc2C(C(=O)O)C1c1cccc([N+](=O)[O-])c1 (stereo not drawn)	1%	-9%[57.1 µM]	-8%[57.1 µM]	-21%	26%	-6%	-11	-1%	-11%
CCOc1ccccc1CNC(=O)CCn1ccc2cc(S(=O)(=O)N3CCC(C)CC3)ccc21	0%	11%	-2%	-2%	-10%	-4%	3	-1%	-11%
Cc1noc(C)c1NC(=O)N(C)C[C@H]1Oc2ccc(NC(=O)Cc3ccccc3)cc2C(=O)N([C@H](C)CO)C[C@@H]1C	6%	5%[57.1 µM]	7%[57.1 µM]	-6%	22%	5%	-8	1%	-1%
COc1ccc(C2CC(=O)N(CC(=O)NCC3CCCO3)c3ccccc3S2)cc1OC (stereo not drawn)	8%	20%	1%	-10%	-12%	-6%	-3	0%	8%
CCOC(=O)c1c(NC(C)=O)sc2c1CCC(C=NCCCN(CC)CC)=C2Sc1ccccc1	?	3.5µM*	6%	?	-23%	?	13	?	-8%
CCCCOc1ccc(Cn2c(=O)sc3ccccc32)cc1OC	2%	15%	-3%	-13%	5%	3%	-1	-3%	24%
COC(=O)CN(c1cc(Cl)ccc1OC)S(=O)(=O)c1ccc(C)cc1	-13%	7%	-5%	-7%	4%	-25%	-1	-5%	2%
CC(C(=O)NCC1(c2ccccc2)CCCC1)N1CCOCC1 (stereo not drawn)	-4%	-5%	-10%	-6%	6%	0%	-10	-2%	0%
COc1ccc(-c2nc3ccccc3s2)cc1NC(=O)c1cccc(F)c1	2%	31%[57.1 µM]	13%[57.1 µM]	-11%	-28%	-4%	-8	0%	12%
CC(C)(C)NC(=O)CSc1nnc(NC(=O)CCc2ccccc2)s1	-4%	3%	-4%	6%	16%	5%	-5	-2%	5%
Cc1ccccc1C(=O)NNC(=S)NC(=O)c1ccc(Cl)cc1Cl	-5%	?	4%	18%	-32%	-7%	-10	5%	4%
O=C(Nc1nn[nH]n1)c1cccc(Oc2ccccc2)c1	-1%	7%	-5%	-18%	-11%	1%	-3	-1%	0%
O=C(Nc1cccnc1)c1sc(Nc2ccccc2F)nc1-c1ccccc1	-10%	23%	6%	-23%	3%	-9%	-6	-4%	3%
CCOC(=O)c1c(C)[nH]c(C)c1S(=O)(=O)N(C)CC(=O)Nc1cccc(C)n1	-11%	2%	-1%	-6%	12%	1%	5	-1%	-1%
COc1cc(/C=N/NC(=O)c2nnn(-c3nonc3N)c2C)ccc1OCc1ccc(Cl)cc1	0%	.	.	-16%	.	-2%	-6	1%	-3%
Cn1ccc(NC(=O)c2ccc(Cl)cc2)n1	-1%	-3%	-2%	-26%	13%	-14%	-9	4%	-2%
CCCCN(CC)CCNC(=O)Cn1c(=O)c2cccn2c2cccnc21	-4%	-21%	-6%	-3%	25%	3%	-8	2%	0%
CCOC(=O)C1=C(O)/C(=C/c2ccc(OCC(=O)O)c(OCC)c2)SC1=Nc1ccc(OC)cc1	-18%	-18%	-16%	?	?	-4%	-3	-2%	46µM*
CCOC(=O)c1c(C)[nH]c(C(=O)COC(=O)CCC(=O)c2ccc3c(c2)OCCO3)c1C	-9%	1%	2%	-24%	-28%	2%	3	-3%	2%

High-throughput results deposited in PubChem by National Center for Advancing Translational Sciences (NCATS).

Not all compounds are listed; the hit share may differ from the screen's.
